# Bioassay records: PubChem, several laboratories
# HePTP inhibitor: human HePTP phosphatase inhibition; inhibition, % at 20 µM; recombinant HePTP phosphatase activity, OD absorbance; 110,000 compounds, 0.64% hits; AID 521; in the data active = inhibition above about 50%;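 also: plate controls were vehicle for no effect and reference inhibitor for full effect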
# Target sequence (P35236 whole entry, looked up): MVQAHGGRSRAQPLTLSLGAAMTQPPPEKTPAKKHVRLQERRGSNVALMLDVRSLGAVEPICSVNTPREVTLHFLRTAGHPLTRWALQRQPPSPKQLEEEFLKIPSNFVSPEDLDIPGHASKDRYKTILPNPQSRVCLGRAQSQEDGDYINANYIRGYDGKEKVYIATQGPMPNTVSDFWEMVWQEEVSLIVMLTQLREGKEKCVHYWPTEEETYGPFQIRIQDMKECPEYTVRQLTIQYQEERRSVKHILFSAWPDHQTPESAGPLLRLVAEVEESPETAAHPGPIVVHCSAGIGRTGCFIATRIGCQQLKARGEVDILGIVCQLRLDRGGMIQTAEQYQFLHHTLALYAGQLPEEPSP
# BAP1 block: inhibitors of human BAP1 deubiquitinase | activity remaining (% of control), % at 20 µM | 72,000 compounds, 0.48% hits | recombinant BAP1, Ub-AMC hydrolysis fluorescence kinetic; stronger effect = lower value | Q92560;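 active = activity remaining at or below 50% of control, provided the compound also passes the data quality filters; inactive = the rest, including low values that fail the filters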;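 also: 100% = DMSO wells rate and 0% = substrate alone blank rate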
# Target sequence (Q92560 whole entry, looked up): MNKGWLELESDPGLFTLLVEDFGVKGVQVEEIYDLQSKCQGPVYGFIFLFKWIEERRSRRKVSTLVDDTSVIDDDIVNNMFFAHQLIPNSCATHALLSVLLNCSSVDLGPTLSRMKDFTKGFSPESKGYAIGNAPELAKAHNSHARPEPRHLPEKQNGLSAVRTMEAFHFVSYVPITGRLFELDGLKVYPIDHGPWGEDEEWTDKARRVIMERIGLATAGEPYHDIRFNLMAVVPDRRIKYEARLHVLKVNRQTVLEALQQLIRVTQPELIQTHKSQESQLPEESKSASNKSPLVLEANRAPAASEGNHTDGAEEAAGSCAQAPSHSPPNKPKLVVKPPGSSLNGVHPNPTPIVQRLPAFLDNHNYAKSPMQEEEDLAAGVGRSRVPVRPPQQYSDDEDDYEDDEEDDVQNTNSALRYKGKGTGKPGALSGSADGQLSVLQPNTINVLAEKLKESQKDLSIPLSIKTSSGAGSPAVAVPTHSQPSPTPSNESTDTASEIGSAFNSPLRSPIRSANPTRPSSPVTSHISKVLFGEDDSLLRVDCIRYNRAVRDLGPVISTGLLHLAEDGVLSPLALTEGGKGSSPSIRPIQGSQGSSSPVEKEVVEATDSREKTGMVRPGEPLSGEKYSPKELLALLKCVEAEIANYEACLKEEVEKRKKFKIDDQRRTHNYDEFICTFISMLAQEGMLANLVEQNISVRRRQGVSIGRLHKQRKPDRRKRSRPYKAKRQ
# The depositor's hits bear a star; / = no result given; & = joins results of further samples. An unsorted share of the library; any-hit rate near 0.83%.
Structure	HePTP inhibitor	BAP1 block
CCCc1nc(SCC(=O)N2CCCc3ccccc32)c2c(=O)n(C)c(=O)n(C)c2n1	5	85
O=C(O)CCCCCCC1C(=O)NC(=O)N1CCC(O)C1CCCCC1 (stereo not drawn)	8	67
CC(C)(C)NC(=O)Cn1nnc(-c2cccs2)n1	4	111
CNS(=O)(=O)c1ccc(Oc2ccc(S(=O)(=O)NC)cc2)cc1	0	105
Cn1c(SCc2c(Cl)cccc2Cl)nnc1-c1cccs1	7	65
O=C1CC(N2CCN(Cc3ccccc3)CC2)C(=O)N1CCc1ccccc1 (stereo not drawn)	7	94
COc1ccc(/C=N/NC(=O)c2cc(=O)[nH]c3ccccc23)cc1OC	9	/
CCOC(=O)c1c(-c2ccc(C)cc2)csc1NC(=O)C1CC1	4	/
CC1(C)Cc2c(sc3nc(SCC#N)n(C4CCCCC4)c(=O)c23)CO1	2	73
COC(=O)c1cc2oc3ccccc3c2n1CC(=O)Nc1ccccc1OC	7	/
c1csc(CNc2ncnc3nc[nH]c23)c1	-7	95
O=C(c1ccc2nccnc2c1)N1CCN(Cc2ccc3c(c2)OCO3)CC1	9	88
O=C(O)C1CCCCC1C(=O)NCCc1ccc(F)cc1 (stereo not drawn)	-25	/
Cc1cc(NC(=O)c2cnn3c(C(F)(F)F)cc(-c4ccccc4)nc23)no1	10	/
CNC(=O)CSc1nnc(-c2cccc(S(=O)(=O)N3CCOCC3)c2)n1-c1ccc(F)cc1	8	135
Cc1ccc(OCCOCCN2CCN(C)CC2)cc1C	-1	/
CC(=O)N1CN(C2CCS(=O)(=O)C2)Cc2c1sc1c2CCCC1 (stereo not drawn)	-5	108
O=C(Nc1nc(=O)c2ccccc2s1)c1ccccc1	6	107
CN(C)CCCN1C(=O)C(=O)/C(=C(/O)c2ccc(S(=O)(=O)N(C)C)cc2)C1c1ccncc1 (stereo not drawn)	11	98
CC(=O)N1CCN(c2cc(N3CCOCC3)c(F)cc2[N+](=O)[O-])CC1	8	/
COc1cccc(CNc2ccc3c(c2)CCC3)c1OC	1	/
COc1ccc(Cl)cc1C(=O)Nc1ccccc1I	7	/
O=C(c1ccc(Br)o1)N1CCN(c2ccc(F)cc2)CC1	6	57
COc1ccc(CCn2c(O)c(C3=c4cc(Br)ccc4=NC3=O)sc2=S)cc1OC	6	/
Cc1ccccc1N(CC(=O)O)S(=O)(=O)c1ccccc1	4	/
COc1ccccc1-c1c(C(F)(F)F)oc2cc(OC(=O)c3ccco3)ccc2c1=O	1	65
O=C1NN(c2ccccc2)C(=O)/C1=C\c1ccc(Cl)cc1	-9	/
COC(=O)COC(=O)c1c(Cl)ccc(Cl)c1OC	1	/
Cc1occc1-c1nnc(SCC(=O)NC(C)(C)C)n1C(C)c1ccccc1 (stereo not drawn)	3	135
CCOC(=O)C1(Nc2ccc(C)cc2)Sc2cc(C)ccc2NC1=O (stereo not drawn)	-1	/
CCOc1cc(/C=C2\SC(=S)N(Cc3ccccc3)C2=O)ccc1OCc1ccc([N+](=O)[O-])cc1	1	/
Cc1cccc(NC(=O)/C=C/c2ccc(Cl)cc2)c1	-14	/
COc1ccc(-c2nc3cc(NC(=O)COc4ccc(Br)cc4)ccc3o2)cc1	0	/
CCc1c(C)nc2[nH]nc(-c3cccc(-c4n[nH]c5nc(C)c(CC)c(=O)n45)n3)n2c1=O	8	/
Cc1cc(O)c(C(C)C)cc1NC(=O)Cn1nc(C)c2ccccc2c1=O	6	91
Cc1cccc2cc(CN(CCN3CCOCC3)C(=O)NCc3ccccc3)c(=O)[nH]c12	-2	92
O=C(O)c1ccc2c(c1)C(=O)N(CCC1=CCCCC1)C2=O	11	98
COc1ccc(C(=O)/C=C/Nc2cccc(Cl)c2Cl)cc1	8	/
COc1cc(-c2nc3ccccn3c2/N=C/c2cccc([N+](=O)[O-])c2O)ccc1O	5	/
O=C(COc1ccc(Cl)cc1)NCc1nnc(SCC(=O)Nc2ccc3c(c2)OCCO3)o1	-3	104
Cc1cccc(C)c1Nc1nnc(SCC(=O)NCc2ccco2)s1	0	118
Cn1c2c(c(=O)n(C)c1=O)C(c1cc3c(cc1Br)OCO3)CC(=O)N2 (stereo not drawn)	-18	87
Brc1ccc(OCCOc2cccc(/C=N/n3cnnc3)c2)cc1	9	/
Cc1cc(C)c2nc3s/c(=C\c4ccc(N(C)C)cc4)c(=O)n3c2c1	9	/
CCN(CC)CCNC(=O)c1ccc(N)cc1	1	93&94
COc1ccc(S(=O)(=O)CCC(=O)NCCc2ccc(S(N)(=O)=O)cc2)cc1	1	96
O=C(O)c1ccc(OCc2occc2C(=O)O)cc1	3	144
COc1ccc(-c2cc(C(=O)NCc3ccc(F)cc3)c3ccccc3n2)cc1OC	17	/
CCCOC(=O)C1=C(C)NC2=C(C(=O)CC(c3ccccc3)C2)C1c1ccccc1Br (stereo not drawn)	2	/
COc1ccc(CNC(=O)CN(CCc2ccccc2)S(=O)(=O)c2ccc(OC)cc2)cc1	-4	/
Cc1ccccc1Nc1nn2c(=O)c3ccccc3nc2s1	6	101
COc1ccc(-c2nc3cc(NC(=O)c4cc5ccccc5o4)ccc3o2)cc1Cl	4	/
O=C(Nc1ccc(Br)cn1)Nc1ccccc1Cl	-7	/
CCCN(CCC)C(=O)c1ccccc1NC(=O)c1ccccc1Cl	8	110
O=C(COc1ccc(Cl)cc1Cl)Nc1ccc(O)c(-c2nc3ccccc3s2)c1	10	/
CC1=CC(C)C2C(=O)N(CCC[N+](C)(C)C)C(=O)C2C1 (stereo not drawn)	-3	105

# The list continues.
# Order of results: HePTP inhibitor, BAP1 block
> Cc1c(C(=O)NCCc2ccccc2)oc2ccc(S(=O)(=O)N3CCC4(CC3)OCCO4)cc12
    12, /
> Cc1ccc(-c2nc3cc(N)ccc3o2)c(C)c1
    4, 110
> O=C(COc1ccc(Cl)cc1)N1CCN(c2ncccn2)CC1
    7, 107
> CCSc1nc(=O)n(-c2ccccc2)c(C)c1C(C)=O
    0, 113
> CCc1ccc(NC(=O)c2ccc3c(c2)C(=O)N(Cc2ccco2)C3=O)cc1
    14, 70
> CCOC(=O)c1c(NC(=O)C(F)(OC)C(F)(F)F)sc2c1CCN(C)C2 (stereo not drawn)
    2, 94
> C=CCn1c(SCC(=O)NCC(=O)OCC)nnc1-c1ccccn1
    3, 79
> CN(C)C(=O)Oc1cccc([N+](C)(C)C)c1
    2, 77&103&93
> COc1ccc(N(CC(=O)NCC(C)C)S(C)(=O)=O)cc1Cl
    -3, /
> CCOc1ccc(/C=C(/C#N)c2nc(-c3ccc(Br)cc3)cs2)c(OCC)c1
    9, /
> CC(=O)OCC12COC(C)C(C1)C(C)=CC2C (stereo not drawn)
    -3, /
> O=C(NCc1ccc(Cl)cc1)C(=O)Nc1ccc(F)cc1
    -3, /
> CCc1ccc(-c2nc(-c3ccc(F)cc3)no2)cc1
    2, /
> Cc1ccc(NC(=O)CCN2C(=O)S/C(=C\c3ccccc3)C2=O)cc1
    13, /
> NC(=O)C1CCN(C(=O)CSc2nc3c(c(-c4ccccc4)n2)CCCC3)CC1
    -7, 94
> CCC(=O)Nc1ccc2nn(-c3ccc(C)c(Cl)c3)nc2c1
    13, /
> O=C(c1ccc(=O)[nH]c1)N(Cc1ccco1)C1(C(=O)NC2CCCCC2)CCCCC1
    8, /
> COc1cc(/C=C2/SC(=S)N(C)C2=O)ccc1OCc1cccc2ccccc12
    -8, /
> COc1ccc(C)cc1NC(=O)CSc1nnc(-c2ccco2)n1Cc1ccco1
    -1, /
> O=C1C2C3C=CC(C3)C2C(=O)N1/N=C/c1cccc(I)c1 (stereo not drawn)
    5, /
> CN(Cc1cccs1)S(=O)(=O)c1cccs1
    2, 94
> CCOC(=O)c1ccc(-c2ccc(/C=C3\Sc4ccccc4C3=O)o2)cc1
    -24, /
> O=c1cc(NC2CCCCCC2)[nH]c(=O)[nH]1
    6, 104
> CCCCOc1ccc(C(=O)NCC(=O)NCC(=O)OCC)cc1
    -2, 138
> COC(=O)c1sccc1NC(=O)c1csc(C)c1
    10, 119
> Oc1c(N=Nc2ccc(I)cc2)sc2ccccc12
    2, /
> C=C(C)c1cccc(C(C)(C)NC(=O)NCC2CCCO2)c1 (stereo not drawn)
    13, 102
> Cc1cc(C(N)=O)c2ccccc2n1
    1, 127
> CC(C)c1ccc(NC(=O)c2c(Cl)cccc2Cl)cc1
    -3, /
> Oc1ccc(/C=N/Nc2nc3ccccc3s2)c(O)c1
    -9, /

# Exported with values ahead of the structure: part of the list above.
HePTP inhibitor	BAP1 block	canonical_smiles
-7	94	NC(=O)C1CCN(C(=O)CSc2nc3c(c(-c4ccccc4)n2)CCCC3)CC1
13	/	CCC(=O)Nc1ccc2nn(-c3ccc(C)c(Cl)c3)nc2c1
8	/	O=C(c1ccc(=O)[nH]c1)N(Cc1ccco1)C1(C(=O)NC2CCCCC2)CCCCC1
-8	/	COc1cc(/C=C2/SC(=S)N(C)C2=O)ccc1OCc1cccc2ccccc12
-1	/	COc1ccc(C)cc1NC(=O)CSc1nnc(-c2ccco2)n1Cc1ccco1
5	/	O=C1C2C3C=CC(C3)C2C(=O)N1/N=C/c1cccc(I)c1 (stereo not drawn)
2	94	CN(Cc1cccs1)S(=O)(=O)c1cccs1
-24	/	CCOC(=O)c1ccc(-c2ccc(/C=C3\Sc4ccccc4C3=O)o2)cc1
6	104	O=c1cc(NC2CCCCCC2)[nH]c(=O)[nH]1
-2	138	CCCCOc1ccc(C(=O)NCC(=O)NCC(=O)OCC)cc1
10	119	COC(=O)c1sccc1NC(=O)c1csc(C)c1
2	/	Oc1c(N=Nc2ccc(I)cc2)sc2ccccc12
13	102	C=C(C)c1cccc(C(C)(C)NC(=O)NCC2CCCO2)c1 (stereo not drawn)
1	127	Cc1cc(C(N)=O)c2ccccc2n1
-3	/	CC(C)c1ccc(NC(=O)c2c(Cl)cccc2Cl)cc1
-9	/	Oc1ccc(/C=N/Nc2nc3ccccc3s2)c(O)c1

# The listing continues:
# Order of results: HePTP inhibitor, BAP1 block
> COc1ccc(CNC(=O)COC(=O)c2n[nH]c3ccccc23)cc1
    -3, 78
> CS(=O)(=O)N(CC(=O)NCc1ccco1)c1ccccc1Br
    /, 76
> CCOC(=O)c1ccc(NC(=O)Cn2nnc(-c3ccccc3C)n2)cc1
    4, 106
> CC(C)OC(=O)C(C)Nc1n[nH]c(=O)[nH]c1=O (stereo not drawn)
    /, 138
> CCOc1ccc2nc(-c3ccc(OC)c(OC)c3)cc(C(=O)O)c2c1
    -15, 80
> O=C(Nc1ccccc1[N+](=O)[O-])c1cc(-c2cccs2)nc2ccccc12
    5, /
> O=C1C(Cl)=C(Nc2ccc(F)cc2)C(=O)N1c1ccc(Br)cc1
    -2, /
> Cc1ccc(C(=O)Oc2ccc(C=C3C(=O)NC(=O)NC3=O)cc2)cc1
    5, /
> OCC#CC(O)(c1ccc(F)cc1)c1ccc(F)cc1
    4, /
> O=C(Nc1ccc2nc3n(c(=O)c2c1)CCCCC3)c1ccccn1
    -9, 112
> CCc1ccc(OCC(=O)NCCN(C)C)c(Br)c1
    7, 102
> O=C(Cc1cn2ccsc2n1)NCCc1ccc(F)cc1
    0, 121
> COc1cccc(-c2cc(C(F)(F)F)nc(NCc3ccco3)n2)c1
    -3, 88
> COc1ccc(NC(=O)c2ccc(Oc3ccc(C(=O)Nc4ccc(OC)cc4)cc3)cc2)cc1
    20, /
> C=CCOc1ccc(CN(C)CC(=O)N(CC(C)C)c2c(N)n(CC(C)C)c(=O)[nH]c2=O)cc1
    10, 135
> Cc1ccc(C)c2[nH]c(=O)c(CN(Cc3nnnn3C3CCCCC3)CC3CCCO3)cc12 (stereo not drawn)
    -10, 74
> O=C(O)c1cc(-c2cccnc2)nc2ccc(Br)cc12
    3, /
> Cc1ccc(C(=O)Nc2nc3c(s2)CCCC3)o1
    8, 80
> Cn1ncc(N=Cc2c(O)ccc3ccccc23)c1C(=O)N1CCOCC1
    4, 59
> CC(=O)NC(NC(C)=O)c1cccc([N+](=O)[O-])c1
    -4, /
> Cc1c(C(=O)N2CCOCC2)[nH]c2c1C(=O)CC(c1ccc(Cl)cc1)C2 (stereo not drawn)
    1, 105
> O=C(NNC(=O)C12CC3CC(CC(C3)C1)C2)c1ccco1
    -17, /
> CC(C)=CCCC(C)CN(C)CCc1ccccn1 (stereo not drawn)
    -3, 97
> [O-][n+]1c2ccc3nonc3c2nn1-c1ccccc1Cl
    -6, 92
> O=C(/C=C/c1ccc(-c2ccc(Cl)cc2Cl)o1)NCCCN1CCOCC1
    4, /
> N#C/C(=C\c1ccc(O)c(O)c1)C(=O)Nc1ccccc1
    /, 80
> COc1ccc(C2/C(=C(/O)c3ccccc3)C(=O)C(=O)N2c2cccc(C(F)(F)F)c2)cc1OC (stereo not drawn)
    -11, /
> CCOc1c(I)cc(/C=C2\C(=O)ON=C2c2ccccc2)cc1OC
    -4, /
> COc1ccccc1NC=C1C(=O)OC2(CCCCC2)OC1=O
    -10, 91
> CCOC(=O)c1ccc(NC(=O)CSc2nnc(-c3cccs3)n2C)cc1
    6, 121
> O=C(Nc1ccccc1O)c1cc(S(=O)(=O)N2CCOCC2)c(Cl)cc1Cl
    -10, 80
> CCOc1ccc(C(C)=O)cc1COC(=O)C1=COCCO1
    4, 126
> COCCCNC(=O)C(Cc1ccccc1)NS(=O)(=O)c1ccc2c(c1)c(=O)n(C)c(=O)n2C (stereo not drawn)
    -4, 163
> COc1ccc(C2CC(=O)C3=C(C2)Nc2ccccc2NC3c2ccc3ccccc3c2)cc1 (stereo not drawn)
    0, /
> [O-][n+]1onc2ncc(Br)cc21
    /, 65
> CCOC(=O)c1cnc(=O)[nH]c1C
    3, 107
> Cc1ccc(O)c(NC(=O)C2CC(c3c(F)cccc3Cl)=NO2)c1 (stereo not drawn)
    -24, 107
> COC(=O)c1[nH]c2ccccc2c1NC(=O)CN1CCN(C(=O)c2ccco2)CC1
    4, 62
